A3A deaminase: inhibitors of human APOBEC3A DNA deaminase | P31941 | recombinant A3A, FAM/TAMRA ssDNA deamination fluorescence | inhibition, % at 20 µM | 330,000 compounds, 0.41% hits;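 active = at least 40% inhibition at 20 µM here, with at most 30% in a related deaminase screen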;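 note: plate controls were A3A with DMSO for no effect and wells lacking A3A enzyme for full effect; some results filed as inactive read as strong as hits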
Target sequence (P31941 whole entry, looked up): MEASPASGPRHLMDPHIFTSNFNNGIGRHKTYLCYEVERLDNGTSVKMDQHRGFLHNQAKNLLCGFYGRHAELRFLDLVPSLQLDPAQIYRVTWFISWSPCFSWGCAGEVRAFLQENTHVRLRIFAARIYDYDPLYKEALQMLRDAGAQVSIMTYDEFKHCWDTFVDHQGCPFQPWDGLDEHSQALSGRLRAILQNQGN
hIAP activ: increases human intestinal alkaline phosphatase activity | purified human IAP, CDP-Star luminescence, 30 min; active compounds read high; 1 = vehicle-only enzyme, 0 = enzyme-free background | P09923 | activation factor at 10 µM | 330,000 compounds, 0.16% hits | AID 2524;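 active = activation factor of the enzyme at least 2-fold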; note: the source names both 10 and 20 µM as test concentration; values of inactives mirror those of a sister screen read the other way
mIAP block: blocks mouse intestinal alkaline phosphatase. purified mouse IAP, CDP-Star luminescence, 30 min. inhibition, % at 10 µM. 330,000 compounds, 0.2% hits;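 active = inhibition of at least 40% at 10 µM in the primary screen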;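 note: plate controls were DMSO with enzyme for no effect and no enzyme wells for full effect; values of inactives mirror those of a sister screen read the other way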
mIAP activ: mouse IAP activation; activation factor at 10 µM; muIAP, CDP-Star luminescence, 30 min; active compounds read high; 1 = vehicle-only enzyme signal, 0 = enzyme-free wells; 330,000 compounds, 0.24% hits;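 active = activation factor of at least 2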; note: the source names both 10 and 20 µM as test concentration; values of inactives mirror those of a sister screen read the other way
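Assay system: mouse IAP enzyme; reagent: chemiluminescent substrate CDP-Star; dosing: test compounds delivered from DMSO solution; schedule: 30 min at room temperature; measured by: luminescence from enzymatic CDP-Star hydrolysis; controls: DMSO-only wells and no-enzyme negative control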
PfG6PD inh: PfG6PD (Plasmodium falciparum) enzyme inhibition. 350,000 compounds, 0.78% hits. inhibition, % at 20 µM. PfGluPho enzyme, NADPH resazurin-diaphorase fluorescence. AID 504690;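 active = inhibition reaching at least a set limit at 20 µM in the primary screen, cut at about 59% in these data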;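 note: 0% = DMSO wells with substrate and 100% = DMSO wells lacking glucose-6-phosphate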
ATG4B inhibitor: inhibitors of human ATG4B cysteine protease | Q9Y4P1 | ATG4B cleavage of LC3-PLA2, NBD-HPC fluorescence, 1 h | inhibition, % at 8.33 µM | 340,000 compounds, 0.51% hits; in the data active = inhibition above about 40%
hIAP inh: blocks human intestinal alkaline phosphatase. P09923. purified IAP, CDP-Star luminescence, 30 min. inhibition, % at 10 µM. 330,000 compounds, 0.12% hits. AID 2544;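 active = inhibition reaching a set limit with compound at 10 µM in the primary screen, cut at about 35% in these data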;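 note: plate controls were DMSO wells with enzyme for no effect and no-enzyme buffer wells for full effect; values of inactives mirror those of a sister screen read the other way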
HKDC1 inh: blocks human hexokinase HKDC1 activity. 340,000 compounds, 0.16% hits. inhibition, % at 20 µM. recombinant HKDC1, G6PDH/diaphorase resazurin coupled fluorescence. Q2TB90. AID 493160;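 active = inhibition above about 35% when tested at 20 µM, limit read from the data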;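 note: plate controls were DMSO wells with enzyme for no effect and DMSO wells lacking enzyme for full effect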
Target sequence (Q2TB90 whole entry, looked up): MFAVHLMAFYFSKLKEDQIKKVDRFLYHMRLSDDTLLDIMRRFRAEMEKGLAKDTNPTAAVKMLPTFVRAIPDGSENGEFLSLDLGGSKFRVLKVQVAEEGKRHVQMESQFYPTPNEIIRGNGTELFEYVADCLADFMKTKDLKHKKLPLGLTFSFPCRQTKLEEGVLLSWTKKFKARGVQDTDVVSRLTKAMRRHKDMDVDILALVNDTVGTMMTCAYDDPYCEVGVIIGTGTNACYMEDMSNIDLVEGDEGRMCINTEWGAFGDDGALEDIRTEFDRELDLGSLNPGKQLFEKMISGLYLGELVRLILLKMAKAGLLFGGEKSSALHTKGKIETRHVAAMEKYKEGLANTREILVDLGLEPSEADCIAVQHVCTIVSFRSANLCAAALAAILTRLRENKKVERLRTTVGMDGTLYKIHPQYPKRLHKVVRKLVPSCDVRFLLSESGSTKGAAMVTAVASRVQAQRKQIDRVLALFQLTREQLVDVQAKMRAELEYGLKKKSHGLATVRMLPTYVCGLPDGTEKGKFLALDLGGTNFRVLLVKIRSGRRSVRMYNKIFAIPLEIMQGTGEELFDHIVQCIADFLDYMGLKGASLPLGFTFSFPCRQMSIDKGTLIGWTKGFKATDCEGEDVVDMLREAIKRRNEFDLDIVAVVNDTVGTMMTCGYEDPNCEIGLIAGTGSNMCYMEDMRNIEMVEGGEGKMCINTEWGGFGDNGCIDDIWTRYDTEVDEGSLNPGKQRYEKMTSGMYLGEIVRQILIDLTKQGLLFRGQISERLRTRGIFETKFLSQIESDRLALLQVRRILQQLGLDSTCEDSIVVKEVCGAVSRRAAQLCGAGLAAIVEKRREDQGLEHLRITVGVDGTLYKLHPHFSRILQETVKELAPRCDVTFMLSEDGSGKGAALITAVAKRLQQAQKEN
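Test system: Recombinant HKDC1 (HK5) hexokinase enzyme, produced in-house | Input: HKDC1 at 5 µg/mL | Buffer or medium: Tris pH 8.0 buffer with MgCl2, Tween-20, BSA, BME | Schedule: 90 min reaction incubation at room temperature, dark | Technique: Resazurin-to-resorufin fluorescence via G6PDH and diaphorase coupling, 525/613 nm | Controls: DMSO wells with and without enzyme mix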
* = called active by the depositor.

`C/C=C1\NC(=O)[C@H](C)NC(=O)[C@@H](NC(=O)[C@@H](Cc2ccc(O)cc2)NC(=O)[C@@H](NC(=O)/C(C)=C/C)C(C)C)[C@@H](C)OC(=O)[C@H](CCCCc2ccc(O)cc2)NC(=O)[C@@H](CCC(=O)O)NC1=O` gave A3A deaminase -1, hIAP activ 0.9, mIAP block -1, mIAP activ 1, PfG6PD inh 11, ATG4B inhibitor -13, hIAP inh 10 and HKDC1 inh -5.
`CCOc1cc(C(=O)Nn2cnnc2)cc(OCC)c1OCC` gave A3A deaminase 1, hIAP activ 0.96, mIAP block -4, mIAP activ 1, PfG6PD inh -4, ATG4B inhibitor -5, hIAP inh 4 and HKDC1 inh -3.
For O=C(COc1ccc(/C=N/NS(=O)(=O)c2ccccc2)cc1)NCCc1ccccc1 the results were A3A deaminase 1, hIAP activ 1.2, mIAP block -2, mIAP activ 1, PfG6PD inh -1, ATG4B inhibitor 3, hIAP inh -21 and HKDC1 inh 3.
C#CCNC(=O)C1=C[C@H](c2ccc3c(c2)OCO3)[C@@H](CCCO)[C@H](OCC)O1 was read as A3A deaminase -2, hIAP activ 0.97, mIAP block -4, mIAP activ 1, PfG6PD inh 5, ATG4B inhibitor -3, hIAP inh 2 and HKDC1 inh 1.
COC(OC)c1ccnc(-c2ccc(OC(=O)c3cccs3)cc2)n1 was read as A3A deaminase 2, hIAP activ 1, mIAP block 0, mIAP activ 1, PfG6PD inh 10, ATG4B inhibitor -1, hIAP inh 0 and HKDC1 inh 9.
For C[C@@]12C(=O)N(Cc3ccco3)CC(=O)N1[C@H]1c3cc(Cl)ccc3OC[C@@H]1[C@@H]2c1ccccc1 the results were A3A deaminase -3, hIAP activ 0.87, mIAP block -3, mIAP activ 1, PfG6PD inh 20, ATG4B inhibitor 4, hIAP inh 13 and HKDC1 inh 0.
`COCCCNC(=O)Cn1nnc(-c2ccc(NC(=O)c3ccccc3F)cc2)n1` gave A3A deaminase -5, hIAP activ 1.4, mIAP block -4, mIAP activ 1, PfG6PD inh -2, ATG4B inhibitor 10, hIAP inh -37 and HKDC1 inh -3.
COc1ccc(S(=O)(=O)Nc2cccc(N(C)S(C)(=O)=O)c2)cc1C was read as A3A deaminase -2, hIAP activ 0.97, mIAP block 3, mIAP activ 0.97, PfG6PD inh -13, ATG4B inhibitor -4, hIAP inh 3 and HKDC1 inh -6.
For CCOC(=O)N1CCN(S(=O)(=O)c2ccc(C(=O)Nc3sc4c(c3C#N)CC(C)(C)NC4(C)C)cc2)CC1 the results were A3A deaminase 0, hIAP activ 1, mIAP block 5, mIAP activ 0.95, PfG6PD inh -17, ATG4B inhibitor -8, hIAP inh 0 and HKDC1 inh -3.
`Nc1cccc2c1C(=O)N(CC(=O)NC13CC4CC(CC(C4)C1)C3)C2=O` gave A3A deaminase -2, hIAP activ 1.1, mIAP block -24, mIAP activ 1.2, PfG6PD inh 12, ATG4B inhibitor -5, hIAP inh -11 and HKDC1 inh -8.
CS(=O)(=O)c1ccc(Cl)c(NC(=O)CCN2C(=O)C3CC=CCC3C2=O)c1 (stereo not given) was read as A3A deaminase -4, hIAP activ 0.99, mIAP block -8, mIAP activ 1.1, PfG6PD inh -3, ATG4B inhibitor 1, hIAP inh 1 and HKDC1 inh -4.
`O=C1NCCCc2c1oc1ccc(O)cc21` gave A3A deaminase -3, hIAP activ 0.96, mIAP block 0, mIAP activ 1, PfG6PD inh 0, ATG4B inhibitor -12, hIAP inh 4 and HKDC1 inh -4.
CCCCCC(=O)N(Cc1ccccc1)c1c(N)n(CCOC)c(=O)[nH]c1=O was read as A3A deaminase 8, hIAP activ 1.4, mIAP block -8, mIAP activ 1.1, PfG6PD inh -1, ATG4B inhibitor -6, hIAP inh -42 and HKDC1 inh -3.
O=S(=O)(c1ccccc1)c1ccc(N2CCCCCC2)cc1 was read as A3A deaminase -3, hIAP activ 0.78, mIAP block -17, mIAP activ 1.2, PfG6PD inh 4, ATG4B inhibitor 2, hIAP inh 22 and HKDC1 inh 1.
`O=C(NC(Cc1c[nH]c2ccccc12)C(=O)OCC(=O)c1cccc2ccccc12)c1cccs1` (stereo not given) gave A3A deaminase -2, hIAP activ 0.91, mIAP block 4, mIAP activ 0.96, PfG6PD inh 7, ATG4B inhibitor -2, hIAP inh 9 and HKDC1 inh -4.
`O=C(NCc1cccnc1)C12CC3CC(CC(Cl)(C3)C1)C2` gave A3A deaminase 34, hIAP activ 0.96, mIAP block -6, mIAP activ 1.1, PfG6PD inh 2, ATG4B inhibitor 8, hIAP inh 4 and HKDC1 inh 5.
`CCC1CCCCN1C(=O)NC(=O)c1ccccc1` (stereo not given) gave A3A deaminase 3, hIAP activ 0.85, mIAP block -18, mIAP activ 1.2, PfG6PD inh -3, ATG4B inhibitor -6, hIAP inh 15 and HKDC1 inh -2.
`COc1cc(C2NC(=O)NC(O)(C(F)(F)F)C2C(=O)c2ccc(Cl)cc2)ccc1O` (stereo not given) gave A3A deaminase -3, hIAP activ 1.1, mIAP block -11, mIAP activ 1.1, PfG6PD inh -4, ATG4B inhibitor -7, hIAP inh -10 and HKDC1 inh 1.
Screening CCN(CC)C(=O)[C@H]1CC(CC(=O)NCc2cccc(C(F)(F)F)c2)C(=O)N2CCc3c([nH]c4ccccc34)[C@]12C (stereo not given in full) returned A3A deaminase -4, hIAP activ 1, mIAP block 0, mIAP activ 0.99, PfG6PD inh 23, ATG4B inhibitor 11, hIAP inh -4 and HKDC1 inh -1.
Screening CC1CN(C2=NC(=O)/C(=C/c3ccncc3)S2)CC(C)O1 (stereo not given) returned A3A deaminase -4, hIAP activ 1.1, mIAP block -2, mIAP activ 1, PfG6PD inh 2, ATG4B inhibitor 0, hIAP inh -10 and HKDC1 inh -6.

The last two records of the part above are carried over, then new ones follow:
Screening CCN(CC)C(=O)[C@H]1CC(CC(=O)NCc2cccc(C(F)(F)F)c2)C(=O)N2CCc3c([nH]c4ccccc34)[C@]12C (stereo not given in full) returned A3A deaminase -4, hIAP activ 1, mIAP block 0, mIAP activ 0.99, PfG6PD inh 23, ATG4B inhibitor 11, hIAP inh -4 and HKDC1 inh -1.
Screening CC1CN(C2=NC(=O)/C(=C/c3ccncc3)S2)CC(C)O1 (stereo not given) returned A3A deaminase -4, hIAP activ 1.1, mIAP block -2, mIAP activ 1, PfG6PD inh 2, ATG4B inhibitor 0, hIAP inh -10 and HKDC1 inh -6.
Screening Cc1ccc(NC(=S)N(CCCN2CCC(C)CC2)Cc2ccco2)cc1 returned A3A deaminase 1, hIAP activ 0.9, mIAP block 6, mIAP activ 0.94, PfG6PD inh 3, ATG4B inhibitor -2, hIAP inh 10 and HKDC1 inh -6.
COc1ccc2cc(C(c3nnnn3C3CCCC3)N3CCc4ccccc4C3)c(=O)[nH]c2c1 (stereo not given) was read as A3A deaminase 0, hIAP activ 0.99, mIAP block 5, mIAP activ 0.95, PfG6PD inh 15, ATG4B inhibitor -1, hIAP inh 1 and HKDC1 inh 2.
`CCC(C)(C)n1nnnc1C(c1ccc(OC)c(OC)c1)N1CCN(C(=O)c2ccco2)CC1` (stereo not given) gave A3A deaminase 2, hIAP activ 1.1, mIAP block -4, mIAP activ 1, PfG6PD inh 4, ATG4B inhibitor -3, hIAP inh -11 and HKDC1 inh -2.
Screening CC(C)C(NC(=O)C1CCC(C(C)(C)C)CC1)C(=O)NCCc1ccc(S(N)(=O)=O)cc1 (stereo not given) returned A3A deaminase 3, hIAP activ 1.3, mIAP block -11, mIAP activ 1.1, PfG6PD inh 3, ATG4B inhibitor -6, hIAP inh -29 and HKDC1 inh 4.
CCOC(=O)c1sc(NC(=O)c2ccccc2C(=O)O)c(C(=O)OCC)c1C was read as A3A deaminase 3, hIAP activ 1.1, mIAP block 0, mIAP activ 1, PfG6PD inh -34, ATG4B inhibitor 5, hIAP inh -5 and HKDC1 inh 2.
`N#Cc1ccccc1OCC(=O)N1CCN(C(=O)c2ccco2)CC1` gave A3A deaminase -5, hIAP activ 0.97, mIAP block 8, mIAP activ 0.92, PfG6PD inh 7, ATG4B inhibitor 0, hIAP inh 3 and HKDC1 inh -3.
O=c1[nH]c(SCc2ccccc2)nc2ccsc12 was read as A3A deaminase -2, hIAP activ 0.86, mIAP block 6, mIAP activ 0.94, PfG6PD inh 15, ATG4B inhibitor 2, hIAP inh 14 and HKDC1 inh 15.
For Cn1cnnc1SCc1ccccc1Br the results were A3A deaminase 2, hIAP activ 1.1, mIAP block 1, mIAP activ 0.99, PfG6PD inh -7, ATG4B inhibitor -4, hIAP inh -10 and HKDC1 inh -8.
O=C(COC(=O)COc1ccccc1[N+](=O)[O-])Nc1ccc(S(=O)(=O)N2CCCCC2)cc1 was read as A3A deaminase 7, hIAP activ 0.94, mIAP block 5, mIAP activ 0.95, PfG6PD inh -4, ATG4B inhibitor -6, hIAP inh 6 and HKDC1 inh -2.
COc1cc(OC)cc(C(=O)Nc2ncc3c(n2)CC(C)CC3=O)c1 (stereo not given) was read as A3A deaminase -1, hIAP activ 0.98, mIAP block 0, mIAP activ 1, PfG6PD inh -4, ATG4B inhibitor -7, hIAP inh 2 and HKDC1 inh 1.
`Clc1cccc(-c2ccc(/C=N/n3cnnc3)o2)c1Cl` gave A3A deaminase 9, hIAP activ 0.98, mIAP block 6, mIAP activ 0.94, PfG6PD inh 12, ATG4B inhibitor 0, hIAP inh 2 and HKDC1 inh 4.
`COc1cc(/C=N/Nc2nc(Nc3ccccc3)nc(-n3nc(C)cc3C)n2)cc(OC)c1OC` gave A3A deaminase -1, hIAP activ 1, mIAP block 20, mIAP activ 0.8, PfG6PD inh 7, ATG4B inhibitor -58, hIAP inh -2 and HKDC1 inh -10.
COC(=O)c1ccc(COC(=O)CSCC(=O)Nc2ccc(C)cc2C)cc1 was read as A3A deaminase 0, hIAP activ 1.2, mIAP block -3, mIAP activ 1, PfG6PD inh -16, ATG4B inhibitor -9, hIAP inh -16 and HKDC1 inh 4.
COc1ccc(CCNS(=O)(=O)c2ccc(Cl)s2)cc1OC was read as A3A deaminase -3, hIAP activ 0.94, mIAP block 0, mIAP activ 1, PfG6PD inh 2, ATG4B inhibitor -1, hIAP inh 6 and HKDC1 inh -7.
`CC(=O)Nc1ccc(S(=O)(=O)N2CCN(C34CC5CC(CC(C5)C3)C4)CC2)cc1` gave A3A deaminase -3, hIAP activ 0.95, mIAP block 0, mIAP activ 1, PfG6PD inh -10, ATG4B inhibitor -12, hIAP inh 5 and HKDC1 inh -5.
Screening O=C(CSc1nc(=O)n2ccccc2n1)N1CCN(c2ccccc2)CC1 returned A3A deaminase -7, hIAP activ 1.1, mIAP block -6, mIAP activ 1.1, PfG6PD inh -21, ATG4B inhibitor -1, hIAP inh -13 and HKDC1 inh 0.
For COc1cc2c(cc1OC)CN(C(=O)CCOc1ccccc1C)CC2 the results were A3A deaminase 1, hIAP activ 0.94, mIAP block -2, mIAP activ 1, PfG6PD inh -1, ATG4B inhibitor -7, hIAP inh 6 and HKDC1 inh -1.

Nothing new here: entries from further up.
Screening Cc1ccc(NC(=S)N(CCCN2CCC(C)CC2)Cc2ccco2)cc1 returned A3A deaminase 1, hIAP activ 0.9, mIAP block 6, mIAP activ 0.94, PfG6PD inh 3, ATG4B inhibitor -2, hIAP inh 10 and HKDC1 inh -6.
COc1ccc2cc(C(c3nnnn3C3CCCC3)N3CCc4ccccc4C3)c(=O)[nH]c2c1 (stereo not given) was read as A3A deaminase 0, hIAP activ 0.99, mIAP block 5, mIAP activ 0.95, PfG6PD inh 15, ATG4B inhibitor -1, hIAP inh 1 and HKDC1 inh 2.
